Screens: PubChem, several laboratories
PLC-beta3 inh = human PLC-beta3 inhibitors, primary screen, biochemical, fluorescence | 1-phosphatidylinositol 4,5-bisphosphate phosphodiesterase beta-3 (Homo sapiens), Q01970 | Purified PLC-beta3, fluorogenic substrate | inhibition, % at 12.2 µM | 370,000 tested, 0.18% active | AID 720704, 2013; in the data active = inhibition above about 11%;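 also: 0% = median of compound wells on plate and 100% = full blocker control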
ASAP1 GAP inh = inhibitors of human ASAP1 ArfGAP activity, primary screen, biochemical, fluorescence polarization. ASAP1-stimulated ARF1 GTP hydrolysis, GDP FP detection. 360,000 tested, 0.19% active. AID 624377, 2012. inhibition, % at 16.5 µM; in the data active = inhibition above about 25%;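 also: 0% = vehicle with enzyme and substrate and 100% = no enzyme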
ARFGAP1 inhibitor = inhibitors of rat ARFGAP1 GAP activity, primary screen, biochemical, fluorescence polarization, GDP tracer; ADP-ribosylation factor GTPase-activating protein 1 (Rattus norvegicus), Q62848; Arfgap1-stimulated ARF1 GTP hydrolysis, GDP FP detection; inhibition, % at 16.5 µM; 360,000 tested, 0.26% active; AID 651572, 2012;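 active = inhibition above a per-plate limit, mean inhibition of low control wells plus 3 SD, cut at about 25% in these data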;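 also: 0% = DMSO wells with enzyme and 100% = wells lacking Arfgap1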
Target sequence (Q62848 1-136 limits assumed): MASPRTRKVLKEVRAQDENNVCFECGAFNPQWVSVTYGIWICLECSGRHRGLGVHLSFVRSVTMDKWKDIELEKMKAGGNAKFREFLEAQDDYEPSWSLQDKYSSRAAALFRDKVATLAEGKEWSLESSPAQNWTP
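Material: rat Arfgap1 GAP domain (His6, aa 1-136), purified enzyme. Also added: human ARF1(Δ1-17)-GTP substrate. Compound dosing: 16.5 µM single point, 1.26% DMSO. Timing: enzyme reaction 120 min at 25 °C after 20 min preincubation. Signal: GDP detection by fluorescence polarization. Read-out basis: percent inhibition of GAP-stimulated GDP formation, scaled between DMSO and no-Arfgap1 medians.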
Tn7 DDE FP = inhibitors of Tn7 peptide binding to fibrin DD(E), primary screen, biochemical, fluorescence polarization, human fibrin, Tn7 probe. AID 720508, 2013. Fibrinogen beta chain (Homo sapiens), P02675. inhibition, % at 8.3 µM. FP displacement of FITC-Tn7 peptide from fibrin DD(E); 0% = median of compound wells per plate. 370,000 tested, 0.13% active;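 active = inhibition above the mean of compounds falling within the control limits plus 3 SD of them, cut at about 14% in these data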;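 also: 0% = plate median of compound wells and 100% = 10 µM Aha-Tn7 peptide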
Target sequence (P02675 whole entry, looked up): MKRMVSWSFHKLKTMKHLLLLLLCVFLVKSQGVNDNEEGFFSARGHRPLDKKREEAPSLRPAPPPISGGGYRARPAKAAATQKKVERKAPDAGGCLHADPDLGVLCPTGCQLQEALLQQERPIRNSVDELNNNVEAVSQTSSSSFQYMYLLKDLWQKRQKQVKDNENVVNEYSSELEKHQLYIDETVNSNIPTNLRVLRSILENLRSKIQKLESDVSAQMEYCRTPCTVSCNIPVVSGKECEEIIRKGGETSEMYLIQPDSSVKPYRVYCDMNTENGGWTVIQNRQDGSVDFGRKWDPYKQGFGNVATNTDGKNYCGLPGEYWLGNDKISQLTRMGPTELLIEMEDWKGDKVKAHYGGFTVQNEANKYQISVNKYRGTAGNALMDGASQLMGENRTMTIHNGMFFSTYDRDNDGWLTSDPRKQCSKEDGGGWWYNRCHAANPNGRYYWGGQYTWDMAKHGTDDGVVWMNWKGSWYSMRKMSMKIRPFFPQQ
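Assay system: Fibrin-DD(E) protein isolated from polymerized human fibrin clots; read-out basis: percent inhibition; medium: Tris/NaCl/CaCl2 buffer, pH 7.8; signal: FP measurement; incubation: 10 min plus 3 h, room temperature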
Rev-erbA mod = modulators of Rev-erb alpha DNA binding, primary screen, biochemical, FITC-DNA, fluorescence polarization, uHTS; Nuclear receptor subfamily 1 group D member 1 (Homo sapiens), P20393; Rev-erbα–FITC-DNA binding, 90 min; activity, % at 10 µM; 370,000 tested, 0.79% active;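 active = activity above about 14%, limit read from the data; passing the limit was not always enough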;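 also: 0% = DMSO wells with 35 nM protein and 100% = DMSO wells with 750 nM protein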
HGIII-sPLA2 inh = human group III sPLA2 inhibitors, primary screen, biochemical, QFRET, BODIPY PC-A2 liposome substrate | Group 3 secretory phospholipase A2 (Homo sapiens), Q9NZ20 | 370,000 tested, 0.56% active | inhibition, % at 12.2 µM | AID 743126, 2013 | QFRET BODIPY PC-A2 liposome hydrolysis, fluorescence;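 active = inhibition above mean plus 3 SD of compounds lying within the high and low control bounds, cut at about 19% in these data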;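 also: 0% = median of test compound wells and 100% = no enzyme DMSO wells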
DDE Tn6 FP inh = inhibitors of Tn6 peptide binding to fibrin DD(E), primary screen, biochemical, fluorescence polarization, human fibrin, Tn6 probe; Fibrin DD(E) TRITC-Tn6 fluorescence polarization displacement; inhibition, % at 8.3 µM; 370,000 tested, 0.21% active; Fibrinogen beta chain (Homo sapiens), P02675;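 active = inhibition above a per-campaign cutoff: mean of compounds within control limits plus 3 SD, cut at about 15% in these data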;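 also: 0% = median of all compound wells on the plate and 100% = blocking peptide control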
proKLK7 act = proKLK7 zymogen activators, primary screen, biochemical, fluorescence intensity | Kallikrein-7 (Homo sapiens), P49862 | purified proKLK7, EDANS-DABCYL substrate fluorescence; 100% is mature enzyme control, 0% vehicle | activation, % at 7 µM | 370,000 tested, 0.9% active | AID 652039, 2013;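 active = activation above the mean of all tested compounds plus 3 SD, computed per campaign excluding outliers beyond control limits, cut at about 13% in these data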
Target sequence (P49862 whole entry, looked up): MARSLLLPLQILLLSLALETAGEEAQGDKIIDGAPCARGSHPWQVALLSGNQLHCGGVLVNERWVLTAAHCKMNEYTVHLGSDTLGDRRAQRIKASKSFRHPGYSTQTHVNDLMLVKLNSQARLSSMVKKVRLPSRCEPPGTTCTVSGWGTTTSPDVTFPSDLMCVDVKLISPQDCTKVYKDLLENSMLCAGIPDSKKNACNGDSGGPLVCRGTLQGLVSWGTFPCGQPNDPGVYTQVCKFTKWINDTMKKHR
UHRF1 binding = UHRF1 methylated DNA binding inhibitors, primary screen, counter-screen for MBD2 inhibitor project, biochemical, TR-FRET, human UHRF1, single concentration | AID 687016, 2013 | UHRF1 binding to methylated oligo | 370,000 tested, 0.75% active | inhibition, % at 4.4 µM | E3 ubiquitin-protein ligase UHRF1 (Homo sapiens), Q96T88; in the data active = inhibition above about 21%;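 also: UHRF1 SRA domain binding a hemimethylated CpG hairpin DNA probe; 0% = median of test compound wells and 100% = reference inhibitor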
PLCg1 inh = PLC-gamma1 enzyme inhibitors, primary screen, biochemical, fluorescence, purified enzyme; 1-phosphatidylinositol 4,5-bisphosphate phosphodiesterase gamma-1 (Homo sapiens), P19174; fluorogenic substrate; inhibition, % at 12.2 µM; 370,000 tested, 0.84% active; AID 720700, 2013; in the data active = inhibition above about 9.5%
Active calls of the source: *; . = no result given.

smiles	PLC-beta3 inh	ASAP1 GAP inh	ARFGAP1 inhibitor	Tn7 DDE FP	Rev-erbA mod	HGIII-sPLA2 inh	DDE Tn6 FP inh	proKLK7 act	UHRF1 binding	PLCg1 inh
O=C(c1cccnc1)N1CCN(c2ccc3ccccc3n2)CC1	-32	-1	9	0	0	8	3	0.2	-2	-20
O=C(NNC(=O)c1cc(S(=O)(=O)N2CCOCC2)ccc1Cl)c1ccc(F)cc1	2	13	-14	-4	-3	1	1	-0.6	-1	2
CCN(C(=O)CN1C(=O)NC2(CCc3ccccc32)C1=O)C1CCCCC1 (centres undefined)	2	-5	3	2	2	5	-2	0.1	3	-4
Cn1nccc1C(=O)N1CCN(c2cccc(C(F)(F)F)c2)CC1	-4	10	7	2	-1	-3	-1	0.2	0	1
CNC(=S)N1CCN(c2ccccn2)CC1	0	9	-3	-1	3	19	10	0.8	4	1
Cc1ccc(S(=O)(=O)N2CCC(C(=O)OCC(=O)N3CC(=O)Nc4ccccc43)CC2)cc1	4	-9	9	-1	-4	1	3	0.1	0	1
O=c1c2ccccc2[nH]c2ccc(O)cc12	-304	3	-2	-10	-2	-19	2	9.7	-4	-200
Cc1ccc(NC(=O)C(C)c2cccc(C(=O)c3ccccc3)c2)cc1 (centres undefined)	-3	7	-1	6	-4	-15	1	-0.3	-1	-2
COc1ccc(-c2ccc(-c3cc(=O)oc4cc(OC)c(OC)c(OC)c34)cc2)cc1	-21	1	3	-5	4	0	-6	0.5	-1	-17
COc1ccc(NC(=O)c2ccc(NC(=O)c3cccs3)cc2)cc1	-5	5	-1	0	-11	1	-7	-0.7	-1	-2
COc1cc(F)ccc1-c1csc(C(O)(c2ccccc2)C(F)(F)F)n1 (centres undefined)	-3	13	8	0	-2	4	-4	0.1	-2	2
Cc1ccc([N+](=O)[O-])cc1NC(=O)C1CCN(S(C)(=O)=O)CC1	4	-4	1	1	-2	1	0	0.7	-1	-1
O=C(c1ccc(-c2ccccc2)cc1)N1CCCC1	-2	5	-3	1	4	-2	5	0.1	-1	-2
CSc1nc2ccc(NS(=O)(=O)c3c(Cl)cccc3Cl)cc2s1	-6	-2	-4	0	-4	-37	-6	-0.5	6	-6
COc1ccc(-c2noc(CSc3ccccc3)n2)cc1OC	-6	-6	12	10	2	-2	-1	-0.2	2	-3
COc1ccc(-c2cc(C(=O)Nc3c(Cl)cc(Cl)cc3Cl)c3ccccc3n2)cc1OC	-21	-5	0	5	12	-1	1	-2.0	1	-14
COc1ccccc1N1Cc2ccccc2C1	-7	12	9	2	10	3	0	0.3	-3	-5
N/C(=N\OC(=O)CCCOc1ccccc1)c1ccc([N+](=O)[O-])cc1	2	10	-17	-2	1	-3	3	0.5	1	2
O=C(CSc1nnc(Cc2cc(=O)[nH]c(=O)[nH]2)n1-c1ccc(Cl)cc1)NC1CCCC1	-8	13	3	-2	-4	-27	-7	-0.5	2	1
Cc1cccc(C(C)C)c1NC(=O)COC(=O)CNS(=O)(=O)c1ccccc1	-2	-8	-3	-2	0	9	2	0.2	3	0
CCOC(=O)[C@@H](NC(=O)CC[C@H]1O[C@@H](n2ccc(=O)[nH]c2=O)[C@H](O)[C@@H]1O)C(C)C	1	2	-9	2	-4	4	2	0.0	0	0
Cc1cccc2cc(CN(CCc3ccccc3)C(=O)N3CCOCC3)c3nnnn3c12	3	-11	-1	-3	5	4	1	0.5	7	3
COc1cc(NC(=O)c2[nH]c(C)c(C(C)=O)c2C)c(OC)cc1Cl	-8	.	.	7	-5	6	4	.	1	-2
COc1ccc(CCNC(=O)C2CC(=O)N(c3ccc(C)cc3)C2)cc1 (centres undefined)	-2	5	1	0	-3	4	-3	0.1	0	0
O=S1(=O)[C@H]2C[C@@H]3CC[C@]2(CN1Cc1cccc(F)c1)O3	1	12	3	3	2	11	-6	0.0	4	2
O=S(=O)(O)c1cc2oc(-c3ccccc3)nc2c2ccccc12	-272	-5	-11	1	-7	-26	6	11	-2	-188
CC(C)C[C@H]1CN([C@@H](Cc2ccccc2)CN2CCCC2CN2C(=S)NC[C@@H]2Cc2ccccc2)C(=S)N1CC1CCCCC1 (some centres undefined)	-5	8	-1	-1	-5	8	-11	1.2	2	2
O=c1c2c3c(sc2nc2n1N=C(c1cccs1)CS2)CCCC3	-3	-11	-6	1	-3	-4	-3	0.7	0	0
O=C(O)c1ccc(Cn2cc(/C=C\[N+](=O)[O-])c3ccccc32)o1	-18	3	3	0	-5	-5	0	-0.5	0	-3
CCOc1ccccc1NC(=O)COC(=O)CN1C(=O)NC(C)(C)C1=O	2	3	-4	-6	0	2	-1	0.1	1	2

The list goes on, overlapping the part above by 2 compounds.
smiles	PLC-beta3 inh	ASAP1 GAP inh	ARFGAP1 inhibitor	Tn7 DDE FP	Rev-erbA mod	HGIII-sPLA2 inh	DDE Tn6 FP inh	proKLK7 act	UHRF1 binding	PLCg1 inh
O=C(O)c1ccc(Cn2cc(/C=C\[N+](=O)[O-])c3ccccc32)o1	-18	3	3	0	-5	-5	0	-0.5	0	-3
CCOc1ccccc1NC(=O)COC(=O)CN1C(=O)NC(C)(C)C1=O	2	3	-4	-6	0	2	-1	0.1	1	2
COC(=O)C1=C(C(=O)c2ccccc2)C(c2ccc(OC)c(OC)c2)Nc2nnnn21 (centres undefined)	6	-16	-10	-5	3	10	5	0.1	4	1
CC(C)N=C(NC#N)SCc1ccc(F)cc1	4	0	-11	-2	2	5	-9	0.5	1	-1
CN(C)c1ccc(/C=N\NC(=O)CC#N)cc1	-34	-3	4	-6	-3	-19	2	1.2	-5	-29
Cc1cccc(C(=O)OCC(=O)Nc2sccc2C(N)=O)c1C	-1	5	9	-11	5	1	1	0.1	-1	0
O=C(N=C1SC2CS(=O)(=O)CC2N1Cc1ccc(Cl)cc1)C1CCCO1 (centres undefined)	-3	8	5	0	-3	7	4	0.0	1	4
O=C(NC1CCCCC1)C(c1ccccc1)N1CCc2ccccc21 (centres undefined)	-2	10	-8	4	0	7	5	0.2	-1	3
Cc1nn(-c2ccccc2)c(Cl)c1C(=O)Nc1nnc(C2CCCC2)s1	-1	7	-1	2	-1	-5	4	-0.4	4	1
COC(CNc1ccc([N+](=O)[O-])c(NCC(OC)OC)c1C#N)OC	-1	-1	3	1	4	0	11	0.6	4	-2
Clc1ccc(-c2nnc(-c3ccco3)o2)cc1	-10	-1	-1	5	-1	0	0	-0.2	-5	-4
Cc1cc(C)c(NC(=O)C2C(=O)Nc3ccccc3C(=O)N2C(C)(C)C)c(C)c1 (centres undefined)	-8	-10	-6	1	-2	4	-6	0.6	-2	-5
Cc1nc(=O)c(-c2ccccc2)c(C)n1-c1ccc(Br)cc1	-1	0	-3	2	5	-4	-3	0.2	1	0
CCOC(=O)c1ccc(N2CCN(C(C)=O)CC2)c(NC(=O)c2cccnc2)c1	-4	0	5	-2	.	3	3	0.1	-2	0
Cc1ccc(C)c(N2N=C(C(=O)Nc3cccnc3)CCC2=O)c1	-9	-1	-5	7	0	0	7	0.4	-2	-1
COc1ccccc1NC(=O)C1=C(C)Nc2nc(-c3cccs3)nn2C1c1cccc(O)c1 (centres undefined)	-7	13	2	5	4	-54	-4	0.3	0	-6
Cc1ccccc1/C(N)=N/OC(=O)/C=C/c1ccccc1	0	-6	14	1	2	6	6	-0.6	4	1
Cc1ccc(Cl)cc1NS(=O)(=O)c1ccc(-n2cccn2)cc1	-5	-7	-2	-2	3	-29	-5	-0.2	3	-2
C=CCn1c(C)c(C(C)=O)c(SC)nc1=S	0	7	11	0	0	-3	3	0.8	1	-3
Cc1cccn2c(=O)c(C=NCc3ccccc3)c(NCCO)nc12	-70	17	6	-5	-1	-4	-5	0.8	1	-64
Cc1ccc(NC(=O)C2(C)CCN2Cc2ccc(OC(C)C)cc2)cc1 (centres undefined)	1	10	1	4	6	9	0	0.6	3	3
CCOc1cc(NC(=S)NCc2ccco2)c(OCC)cc1NC(=O)c1ccco1	-13	2	-4	0	-3	7	11	-0.1	0	-11
CCOC(=O)c1sc(NC(=S)NC(=O)C2CC2)cc1C	0	5	7	10	4	21*	9	-1.1	1	0
O=C(COC(=O)C12CC3CC(CC(C3)C1)C2)Nc1nccs1	-1	-1	-10	1	.	-5	10	0.1	-2	1
